GRP78 ERSR act: inducers of ER stress response in human glioma cells | U87-MG GRP78 promoter luciferase reporter, 16 h | Potency, µM, without a hit: at the highest dose activation, usual class: activators | actives 0.02% (n = 420,000) | AID 602332; note: potency is the fitted concentration of half-maximal effect; series mostly up to about 76 µM; % of control where 0% means no effect; nearly all actives have a fitted effect of over 35% in size
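Stably transfected U87-MG human glioma cells carrying a GRP78-based luminescent sensor were seeded at 1000 cells/well, pin-dosed with compounds and incubated 16 h. Luciferase reagent was then added, and end-point luminescence was read after 10 min at room temperature.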
RXFP1 antagonist: blocks the human relaxin receptor RXFP1; Q9HBX9; HEK293-RXFP1, relaxin-stimulated cAMP HTRF, 30 min; hits give low values; activity change, negative = inhibition, % at 57.5 µM; actives 0.59% (n = 350,000); AID 1259400;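 active = activity change of -60% or lower, but not beyond a set lower limit; inconclusive = change between -60% and -40%, or beyond the set limit; inactive = change above -40%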; note: % is set by controls: 0 for no effect and ±100 for the full control effect
Target sequence (Q9HBX9 whole entry, looked up): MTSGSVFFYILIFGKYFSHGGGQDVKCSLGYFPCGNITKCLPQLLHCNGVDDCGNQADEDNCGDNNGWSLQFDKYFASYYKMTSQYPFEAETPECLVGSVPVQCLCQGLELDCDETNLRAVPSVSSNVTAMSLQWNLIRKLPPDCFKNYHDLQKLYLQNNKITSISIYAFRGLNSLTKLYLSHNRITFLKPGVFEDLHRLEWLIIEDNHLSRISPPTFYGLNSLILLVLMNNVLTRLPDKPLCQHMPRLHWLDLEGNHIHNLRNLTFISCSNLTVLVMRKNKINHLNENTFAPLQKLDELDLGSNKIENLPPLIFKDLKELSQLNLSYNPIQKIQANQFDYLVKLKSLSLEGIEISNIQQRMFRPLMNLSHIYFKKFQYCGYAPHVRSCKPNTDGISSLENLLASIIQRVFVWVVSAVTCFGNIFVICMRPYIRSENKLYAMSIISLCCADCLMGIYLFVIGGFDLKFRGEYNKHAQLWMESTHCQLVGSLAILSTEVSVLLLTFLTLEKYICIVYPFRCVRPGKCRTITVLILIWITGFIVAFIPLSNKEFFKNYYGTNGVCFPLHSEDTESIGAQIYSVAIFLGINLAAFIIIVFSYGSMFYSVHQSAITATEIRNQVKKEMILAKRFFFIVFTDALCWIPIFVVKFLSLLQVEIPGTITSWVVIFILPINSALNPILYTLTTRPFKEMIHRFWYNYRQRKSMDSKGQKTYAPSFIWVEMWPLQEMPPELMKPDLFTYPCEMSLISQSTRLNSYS
RXFP1 agonist: agonists of human relaxin receptor RXFP1. HEK293T-RXFP1 cAMP TR-FRET, 30 min; response scale: percent of porcine relaxin response, buffer zero. Q9HBX9. AID 2676. Potency, µM (highest dose often 57.5 µM), for inactives: top-dose activation, hits mostly activators. actives 0.3% (n = 370,000); note: potency is the fitted concentration of half-maximal effect; % is set by controls: 0 for no effect and ±100 for the full control effect; nearly all actives have a fitted effect of over 60% in size; many of its hits are not listed in these tables
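cAMP rise read by TR-FRET after 30 min, 37C compound exposure (up to 58 uM) in RXFP1-transfected HEK293 cells with Ro 20174 present. EC50 from Hill-equation fits, with 29 nM porcine relaxin as 100% and buffer as basal.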
Vif-A3G inh: blocks the Vif interaction with human APOBEC3G. Q9HC16. HeLa A3G-eYFP + Vif (tagged APOBEC3G with the HIV-1 protein that degrades it), YFP fluorescence, overnight. Potency, µM (highest dose often 46.1 µM), for inactives: top-dose activity, negative = active, usual class: inhibitors. actives 0.076% (n = 410,000). AID 602310;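 note: potency is the fitted concentration of half-maximal effect; % is set by controls: 0 for no effect and ±100 for the full control effect; nearly all actives have a fitted effect of over 60% in size; hits raise eYFP signal because A3G escapes Vif-driven loss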
Target sequence (Q9HC16 whole entry, looked up): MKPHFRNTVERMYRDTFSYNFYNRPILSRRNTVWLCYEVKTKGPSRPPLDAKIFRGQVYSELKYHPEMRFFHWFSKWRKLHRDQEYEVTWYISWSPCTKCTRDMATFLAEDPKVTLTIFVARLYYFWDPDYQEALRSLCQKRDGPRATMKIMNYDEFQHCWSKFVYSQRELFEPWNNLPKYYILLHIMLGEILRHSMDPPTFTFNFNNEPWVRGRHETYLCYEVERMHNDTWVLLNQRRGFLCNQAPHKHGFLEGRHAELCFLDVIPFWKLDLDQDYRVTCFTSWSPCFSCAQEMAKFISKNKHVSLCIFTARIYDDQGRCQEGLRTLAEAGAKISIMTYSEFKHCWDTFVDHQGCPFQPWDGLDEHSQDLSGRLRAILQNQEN
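HeLa cells stably expressing Vif and C-terminally eYFP-tagged A3G, seeded overnight at 37 deg C, then exposed to compound by pintool overnight at 37 deg C. Rise in yellow fluorescence (Ex 488/Em 500-530, Acumen) marks blocked Vif-driven A3G degradation.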
D2 potentiator: positive allosteric modulators of human D2 dopamine receptor; HEK293 T-REx D2, calcium flux, EC20 dopamine potentiation; potentiation, % at 10 µM; actives 0.34% (n = 340,000);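 active = potentiation over 3 SD above the plate norm, cut at about 30% in these data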; note: 0% is about no effect
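Calcium flux readout, no-wash dye, 1 read/s. Inducible HEK293 Trex D2 line, overnight 30 C. Compound alone 180 s (agonist flags), then EC20 dopamine, another 180 s to score potentiation.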
D1 potentiator: human D1 dopamine receptor positive modulation; P21728; HEK293 TREx D1 cells, calcium flux, dopamine EC20 potentiation; potentiation, % at 10 µM; actives 0.036% (n = 360,000); AID 504651; in the data active = potentiation above about 30%; note: 0% is about no effect
Vif-APOBEC3F blk: inhibitors of Vif-A3F interaction. HeLa A3F-eYFP + Vif (tagged APOBEC3F with the HIV-1 protein that degrades it), YFP fluorescence increase. actives 0.2% (n = 390,000). Potency, µM (series often up to 46.1 µM), without a hit: at the top dose activity, negative = active; note: potency is the fitted concentration of half-maximal effect; % of control where 0% means no effect; nearly all actives have a fitted effect of over 65% in size
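HeLa cells stably expressing A3F-eYFP plus Vif, plated and incubated overnight at 37 deg C, then exposed to compounds overnight at 37 deg C. Blocked degradation read as raised yellow fluorescence (Ex 488/Em 500-530).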
D1 antagonist: antagonists of human D1 dopamine receptor | activity change, negative = inhibition, % at 10 µM | P21728 | HEK293 TREx D1 cells, calcium flux, dopamine EC80; hits give low values | AID 504652 | actives 3.2% (n = 360,000); in the data active = activity change below about -30%; note: % is set by controls: 0 for no effect and ±100 for the full control effect
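Allosteric or orthosteric antagonism assessed as attenuation of the calcium response to EC80 dopamine, added 180 s after compound, in induced HEK293 Trex D1 cells loaded with no-wash calcium dye.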
D1 ag: agonists of human D1 dopamine receptor; P21728; HEK293 T-REx D1 cells, calcium flux, agonist mode; activation, % at 2 µM; actives 1% (n = 360,000); in the data active = activation above about 30%; note: 0% is about no effect
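Inducible HEK293 T-REx D1 cells, force-coupled to calcium signalling, were plated at 4000 cells/well with tetracycline and held overnight at 30 C. After no-wash calcium dye loading, compound-evoked calcium rise over 180 s flagged agonists.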
* hit, by the source's call; u = inconclusive; x = no result given; & = joins results of further samples. Unless noted, calls come from the whole dose curve; as a rule, active = well fitted curve in the direction sought with a large enough effect; inconclusive = small, poorly fitted or top-dose-only effect, or another doubt; inactive = no such curve, though single readings can be large; an effect the other way counts as inactive or inconclusive.

SMILES	GRP78 ERSR act	RXFP1 antagonist	RXFP1 agonist	Vif-A3G inh	D2 potentiator	D1 potentiator	Vif-APOBEC3F blk	D1 antagonist	D1 ag
CC1CCN(C(=O)COC(=O)CNC(=O)C23CC4CC(CC(C4)C2)C3)CC1	-5%	x	0.0%	-3%	-7	-9	3%	-24	0
COC(=O)c1ccc(COC(=O)c2nn(C)c(=O)c3ccccc23)cc1	-1%	2	-0.5%	3%	6	-3	-14%	x	11
Cc1ccc(S(=O)(=O)N2CCN(CCOc3c(Cl)cccc3Cl)CC2)cc1C	-4%	-4	-1.1%	4%	-14	1	3%	17	5
O=C(O)/C=C\C(=O)Nc1ccccc1C#Cc1ccc(Br)cc1	8%	-1	2.6%	-22%	18	-1	-9%	-20	4
C#CCOCCOCCOCCNc1nc(N2CCN(C(=O)Cn3cc(CCCN=C(N)N)nn3)CC2)nc(N2CCN(C(=O)[C@H]([C@@H](C)CC)n3cc(CCC(=O)O)nn3)CC2)n1	-5%	x	2.4%	3%	3	-3	1%	4	-1
COc1ccc(/C=N/NC(=O)c2[nH]c3ccc(Cl)cc3c2-c2ccccc2)c(C(=O)O)c1OC	-5%	-4	-0.9%	u	2	4	u	-5	2
COc1ccc(/C=C2/CCc3ccccc3C2=O)cc1CN1CCOCC1	5%	-13	0.6%	-3%	0	-2	0%	31	0
Cc1nnc(SCC(=O)Nc2cc(-c3cc(C)c(C)cc3C)nn2-c2ccccc2)s1	1%	10	1.1%	-4%	-10	-2	-1%	-3	5
COc1ccc(Cc2nc3ccccc3n2Cc2ccccc2C)cc1	-4%	-23	-0.4%	-5%	-6	-2	-3%	-15	23
CC(C)(C)c1cc(NC(=O)c2cccc(S(=O)(=O)N3CCOCC3)c2)no1	-2%	3	1.6%	4%	10	-6	2%	-12	6
Cc1nc2cc(NC(=O)N3c4ccccc4CC3C)ccc2o1 (stereo not given)	-3%	3	0.3%	1%	-9	-3	-5%	-16	1
O=C(Nc1ccc(Br)cc1F)c1cc(S(=O)(=O)NC2CCCC2)ccc1F	-1%	-17	1.0%	6%	x	-2	-14%	-3	0
Nc1nnnn1/N=C/c1ccccc1	0%	4	2.4%	5%	7	-6	-20%	17	2
O=C(Nc1cc(N2CCCCC2)ncn1)c1ccc(F)cc1	2%	-4	-1.1%	10%	3	3	-6%	-15	-1
CCN(CC(=O)Nc1ccc2c(c1)OCCO2)C(=O)c1cccc(S(=O)(=O)N2CCOCC2)c1	-3%	7	-2.9%	1%	5	2	-13%	34	1
Cn1/c(=N/NC(=O)c2ccccc2Br)sc2ccccc21	-2%	-1	0.0%	-7%	2	1	8%	8	4
CCCCOC(=O)c1ccc(NC(=O)c2cc(-c3cccs3)on2)cc1	-1%	x	9.4%	5%	-21	0	-4%	-11	1
CCOC(=O)C1(Cc2cccc(Cl)c2)CCCN(C(=O)c2cc(C)[nH]n2)C1 (stereo not given)	-5%	-2	-2.7%	2%	5	-7	7%	6	1
Cc1onc(-c2c(F)cccc2Cl)c1C(=O)N1C=CC(C(F)(F)F)=NCC1	2%	-8	0.6%	1%	x	x	-6%	x	x
Cc1cc(NC(=O)CC#N)n(-c2nc3ccccc3[nH]2)n1	-2%	-10	12%	-24%	-1	-3	u	0	4
COc1ccc(C(=O)NC2CC(C)(C)Cc3occc32)cc1 (stereo not given)	-2%	-6	-1.3%	1%	1	1	-12%	-1	1
CC(=O)Nc1ccc(C(=O)N/N=C/c2ccccc2OCc2ccccc2)cc1	-1%	-27	0.0%	u	9	1	-6%	2	5
O=C(Nc1ccc2snnc2c1)N1CCN(c2ccccc2)CC1	-2%	-5	2.7%	-6%	-17	-7	x	-15	8
Cc1nc(-c2ccccn2)nc(N2CCOCC2)c1Cl	-4%	-10	2.3%	0%	4	1	u	-43*	4
COc1cc(NC(=O)Cn2nc(Cc3cccnc3)c3ccccc3c2=O)cc(OC)c1OC	1%&-5%	11&16	1.2%&0.7%	-3%&3%	2&6	-1&0	-7%&-1%	-2&-8	2&2

4 compounds from above, ordered by the value under RXFP1 agonist, rising:
smiles,RXFP1 agonist
Cc1ccc(S(=O)(=O)N2CCN(CCOc3c(Cl)cccc3Cl)CC2)cc1C,-1.1%
Cc1nc2cc(NC(=O)N3c4ccccc4CC3C)ccc2o1 (stereo not given),0.3%
O=C(Nc1ccc(Br)cc1F)c1cc(S(=O)(=O)NC2CCCC2)ccc1F,1.0%
Nc1nnnn1/N=C/c1ccccc1,2.4%

Other structures.
SMILES	GRP78 ERSR act	RXFP1 antagonist	RXFP1 agonist	Vif-A3G inh	D2 potentiator	D1 potentiator	Vif-APOBEC3F blk	D1 antagonist	D1 ag
COc1ccc(S(=O)(=O)N(C)CC(=O)NCc2cccnc2)cc1C	-4%	-4	0.9%	0%	-6	-3	0%	12	1
CCN(CC(=O)Nc1cc(S(=O)(=O)N2CCOCC2)ccc1Cl)Cc1ccccc1	-3%	-6	2.4%	-1%	-15	-14	0%	-21	2
O=C(CSc1nc2ncc(Br)cc2[nH]1)Nc1ccccc1-c1ccccc1	2%	-13	2.2%	-8%	8	2	4%	-11	5
O=C(NNC(=O)c1cccs1)c1ccc(Cl)c(S(=O)(=O)N2CCCC2)c1	-3%	1	x	5%	x	x	6%	x	x
COc1ccc2c3n([n+]([O-])c2c1)CCN=C3c1ccc(Cl)cc1	1%	x	0.2%	-1%	4	1	-1%	4	0
CCN(CC(=O)NCc1cccs1)CC(=O)Nc1c(Cl)ccc(C)c1Cl	0%	5	0.5%	0%	-5	-2	-1%	-7	-2
CCOC(=O)C1CCN(C(=O)c2nn(-c3ccc(C)cc3)c(=O)c3c2c2ccccc2n3C)CC1	x	-3	4.5%	x	2	1	x	-1	-1
CCOC(=O)c1c(O)c2ccccc2n(CC)c1=O	-4%	-6	0.7%	-1%	2	5	-5%	1	6
C[C@H](NC(=O)c1ccco1)C(=O)Nc1ccc2c(c1)OCO2	2%	14	1.3%	1%	15	-5	-8%	x	-1
O=C(COC(=O)/C=C/c1ccc(C(F)(F)F)cc1)NCC1CCCO1 (stereo not given)	-1%	3	-0.3%	1%	-9	-2	-3%	-10	4
COc1cc(NC(C)CCc2ccccc2)cc(OC)c1OC (stereo not given)	-4%	-33	-0.3%	-4%	21	-3	5%	1	2
Cc1ccc(C(=O)c2oc3ccccc3c2NC(=O)COc2ccc(C(C)C)cc2)cc1	-3%	-1	2.5%	-1%	3	-4	3%	-14	1
Cc1ccc2oc(=O)n(CCNC(=O)Nc3ccc(Cl)cc3)c2c1	-3%	x	1.0%	3%	-11	0	0%	-28	1
O=C(O)c1cc(-c2ccccc2)nc(-c2ccccc2)c1	4%	0	3.4%	-8%	-11	-3	7%	6	2
Cc1cccc(NC(=O)CSc2ncnc3sc(C)c(C)c23)n1	-4%	-17	0.5%	1%	8	5	u	-13	8
COc1ccc([N+](=O)[O-])c(OC)c1C(=O)NC(=O)Nc1nc(C)nc(C)n1	-1%	14	6.9%	0%	-7	2	-4%	5	3
C=CCNC(=O)COc1ccc(Oc2ccccc2)cc1	8%	-10	-1.4%	1%	-3	-3	-21%	2	23
CCOc1ccc(NC(=O)N2CCC(NC(=O)c3ccco3)CC2)cc1	-2%	3	-0.3%	-2%	-7	-3	-11%	8	1
CCOC(=O)C1=C(c2ccccc2)Nc2ncnn2C1c1ccc(C(=O)O)cc1 (stereo not given)	-3%	-5	4.5%	0%	1	6	-22%	-4	3
COC(=O)c1sccc1NC(=O)c1c(C)cc(=O)oc1C	2%	-1	0.8%	-2%	-2	3	1%	-2	0
COc1ccc2c(C)cc3n[nH]c(=S)n3c2c1	-2%	-13	u	3%	0	-16	5%	4	0
COc1ccc(N2CCN(CC(O)COCCOc3ccc(Br)cc3)CC2)cc1 (stereo not given)	-1%	-10	3.7%	0%	-4	-10	6%	-24	29
O=C(C1CCCN(S(=O)(=O)c2cccc3nsnc23)C1)N1CCc2ccccc2C1 (stereo not given)	-2%	-19	0.0%	3%	4	-5	-9%	-10	3
CCCc1cc(=O)oc2cc(OCC(=O)NCCCN3CCOCC3)c(Cl)cc12	-2%	-3	6.1%	-1%	-15	1	-11%	7	6
CC1CCCN(CCCNC(=O)c2ccc3c(c2)N(Cc2cccc(Cl)c2)C(=O)c2ccccc2S3(=O)=O)C1 (stereo not given)	-7%	10	-1.1%	-13%	-6	-4	-21%	-1	28
Next section:
SMILES	GRP78 ERSR act	RXFP1 antagonist	RXFP1 agonist	Vif-A3G inh	D2 potentiator	D1 potentiator	Vif-APOBEC3F blk	D1 antagonist	D1 ag
N#CCN1CCC(c2cc(-c3ccco3)n[nH]2)CC1	2%	-5	-1.9%	0%	-2	-2	-4%	-3	4
O=C(NCc1cccnc1)c1cc(-c2ccccc2)on1	5%	-3	-0.4%	1%	-13	0	-8%	-8	5
Cc1cccc(OCc2nc3ccccc3n2C)c1	8%	2	0.6%	0%	4	-9	1%	8	-1
c1ccc2nc3c(nc2c1)OCC1CCCCN31 (stereo not given)	-7%	19	-2.4%	-5%	-2	6	9%	7	12
COc1ccc(S(=O)(=O)N(C)C)cc1NC(=O)COC(=O)C1CC1	3%	-3	x	-7%	x	x	2%	x	x
Cc1c(-n2c(SCC(=O)NC(C)C)nc3ccccc3c2=O)c(=O)n(-c2ccccc2)n1C	1%	-9	3.2%	0%	17	-1	-1%	12	2
CC(C)NC(=O)CSc1nc2ccccc2n1CC(=O)N(C(C)C)C(C)C	-1%	-3	2.7%	-6%	1	-5	u	-7	2
Cc1ccc2c(c1)C(=O)CCN2	-2%	-23	2.0%	0%	1	1	-8%	-8	1
O=C(CCC(=O)N1CCCC1)Nc1ccc([N+](=O)[O-])cc1	-5%	-18	0.0%	4%	8	6	6%	15	1
C=CS(=O)c1sc(Cl)c(N2CCOCC2)c1[N+](=O)[O-] (stereo not given)	-12%	-60*	-0.3%	5%	1	-3	u	0	3
CN(C)CC(O)CN1C(=O)NC(C)(C)C1=O (stereo not given)	-4%	19	-0.3%	1%	12	-1	0%	-18	3

Copied from above (2 entries):
SMILES	GRP78 ERSR act	RXFP1 antagonist	RXFP1 agonist	Vif-A3G inh	D2 potentiator	D1 potentiator	Vif-APOBEC3F blk	D1 antagonist	D1 ag
N#CCN1CCC(c2cc(-c3ccco3)n[nH]2)CC1	2%	-5	-1.9%	0%	-2	-2	-4%	-3	4
O=C(NCc1cccnc1)c1cc(-c2ccccc2)on1	5%	-3	-0.4%	1%	-13	0	-8%	-8	5

Bioassay records from PubChem BioAssay.

Some of the compounds tested (hit frequency here may not be typical).
